GPT2 inh: blocks human glutamate pyruvate transaminase 2; Q8TD30; Recombinant GPT2, coupled pyruvate oxidase/HRP Amplex Red fluorescence; Potency, µM (series often up to 57.7 µM), without a hit: at the highest dose activity change, negative = inhibition, most hits filed as inhibitors; 100,000 compounds, 0.25% hits; further: potency means the concentration at half of the fitted maximal effect; nearly all actives have a fitted effect of over 60% in size; many of its hits are not listed in these tables
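Fluorescence read-out: pyruvate from GPT2 turnover coupled to pyruvate oxidase, HRP and Amplex Red (0.2mM ThPP, 0.2U/mL PO and HRP, 50uM Amplex final). Substrates 250uM a-KG, 2mM L-alanine; enzyme 10ng/uL; 30 min RT.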
IP6K1 inhibitor: IP6K1 kinase inhibition; IP6K1 kinase, ADP-Glo luminescence, 2 h; active compounds read low; activity change, % (series mostly up to about 58 µM); 140,000 compounds, 0.81% hits; in the data active means activity change below about -25%
Target sequence (Q92551 whole entry, looked up): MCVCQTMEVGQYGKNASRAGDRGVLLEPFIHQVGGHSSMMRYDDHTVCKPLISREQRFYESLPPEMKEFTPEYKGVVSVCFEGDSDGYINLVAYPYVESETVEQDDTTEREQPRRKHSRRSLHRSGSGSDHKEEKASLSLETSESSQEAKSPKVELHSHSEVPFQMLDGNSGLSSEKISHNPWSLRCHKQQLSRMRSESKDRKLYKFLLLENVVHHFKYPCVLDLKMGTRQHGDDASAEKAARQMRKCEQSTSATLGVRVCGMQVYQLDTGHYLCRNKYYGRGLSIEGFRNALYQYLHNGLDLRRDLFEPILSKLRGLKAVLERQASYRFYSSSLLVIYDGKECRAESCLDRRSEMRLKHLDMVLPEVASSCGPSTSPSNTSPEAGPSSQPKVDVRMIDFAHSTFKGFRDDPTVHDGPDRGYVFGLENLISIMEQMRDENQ
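ADP-Glo luminescence measures ADP made by human IP6K1 during a 2 h RT reaction with ATP/IP6 (mix at 1.3 mM/130 uM); top library doses 57.5 and 19.1 uM final.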
SNCA expr inhib: inhibitors of alpha-synuclein (SNCA) gene expression. 140,000 compounds, 0.17% hits. Potency, µM (highest dose often 57.2 µM), for inactives: at the highest dose activity change, negative = inhibition, most hits filed as inhibitors. HEK-293 SNCA-luciferase knock-in, luminescence, 24 h. AID 1671194;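 further: potency means the concentration at half of the fitted maximal effect; plate controls were DMSO cells for no effect and cell-free wells for full effect; nearly all actives have a fitted effect of over 45% in size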
SNCA viab count: cell viability loss counter-screen; AID 1671193; 150,000 compounds, 0.12% hits; Potency, µM (highest dose often 57.1 µM), without a hit: at the highest dose activity change, negative = cytotoxicity, most hits filed as cytotoxic; HEK-293-SNCA-luc viability, GF-AFC fluorescence, 24 h;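 further: potency means the concentration at half of the fitted maximal effect; 0% = DMSO-treated cells and -100% = medium-only wells without cells; nearly all actives have a fitted effect of over 30% in size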
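HEK-293-SNCA-luc cells (1500/well) plated 24 h, then exposed 24 h to a dilution series; GF-AFC added 30 min at 37C, fluorescence 405/540 nm; normalised to medium-only and DMSO wells, Hill fit.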
FLuc inh: inhibitors of firefly (Photinus pyralis) luciferase; P08659; purified P. pyralis luciferase, luminescence, biochemical; Potency, µM (titrated, usually from 115 µM), without a hit: top-dose activity change, negative = inhibition, most hits filed as inhibitors; 76,000 compounds, 2.5% hits; AID 1347043; further: potency means the concentration at half of the fitted maximal effect; nearly all actives have a fitted effect of over 65% in size
Target sequence (P08659 whole entry, looked up): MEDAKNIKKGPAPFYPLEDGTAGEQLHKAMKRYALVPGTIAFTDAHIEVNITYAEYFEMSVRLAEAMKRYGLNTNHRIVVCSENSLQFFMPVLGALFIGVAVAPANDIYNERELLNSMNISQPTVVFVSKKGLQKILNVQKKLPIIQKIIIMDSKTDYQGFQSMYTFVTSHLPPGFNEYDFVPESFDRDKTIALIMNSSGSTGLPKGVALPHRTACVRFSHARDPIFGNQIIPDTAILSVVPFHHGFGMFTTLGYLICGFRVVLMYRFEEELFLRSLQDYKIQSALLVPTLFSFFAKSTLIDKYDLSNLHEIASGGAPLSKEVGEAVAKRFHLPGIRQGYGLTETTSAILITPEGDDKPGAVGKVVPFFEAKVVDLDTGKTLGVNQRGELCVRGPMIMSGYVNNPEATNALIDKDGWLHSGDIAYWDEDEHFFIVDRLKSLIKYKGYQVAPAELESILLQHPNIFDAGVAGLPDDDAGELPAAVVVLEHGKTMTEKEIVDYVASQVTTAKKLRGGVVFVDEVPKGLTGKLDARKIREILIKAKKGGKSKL
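Luminescence read by CCD imaging after purified firefly luciferase (10nM final) was added to substrate buffer holding 10uM D-luciferin and 10uM ATP, pH 7.5, pre-dosed with compound.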
HEK cytotox: cytotoxic compounds in HEK 293 cells; HEK 293 viability, ATP luminescence (CellTiter-Glo), 48-72 h; Potency, µM (highest dose often 115 µM), without a hit: at the highest dose activity change, negative = cytotoxicity, most hits filed as inhibitors; 94,000 compounds, 6.6% hits; AID 1345083; further: potency means the concentration at half of the fitted maximal effect; nearly all actives have a fitted effect of over 60% in size
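Luminescence from cellular ATP, measured with CellTiter-Glo, indicates HEK 293 viability. Cells plated at 250 cells/well are treated with compound for 48 or 72 hr at 37 degree Celsius before reagent addition.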
3T3 cytotox: kills NIH 3T3 cells | NIH 3T3 viability, CellTiter-Glo ATP luminescence, 48-72 h | 94,000 compounds, 4.3% hits | AID 1345082 | Potency, µM (highest dose often 96.7 µM), for the others: top-dose activity change, negative = cytotoxicity, hits mostly inhibitors; further: potency means the concentration at half of the fitted maximal effect; nearly all actives have a fitted effect of over 55% in size
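First NIH 3T3 cells are plated at 400 cells/well; next compound is pinned in; then plates incubate 48 or 72 hr at 37 °C; finally CellTiter-Glo is added and luminescence read after 10 min.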
An asterisk follows results filed as active; i = inactive; ? = inconclusive; / = not tested or not shown; ! = a repeat was not active; [ ] = another dose, or the depositor's remark. Unless noted, the call rests on the fitted dose curve; in most records, active means well fitted curve in the direction sought with a large enough effect; inconclusive means small, poorly fitted or top-dose-only effect, or another doubt; inactive means no such curve, though single readings can be large; an effect the other way counts as inactive or inconclusive. Unless noted, on the % scale 0 is the no-effect control and ±100 the full control effect.

SMILES | GPT2 inh | IP6K1 inhibitor | SNCA expr inhib | SNCA viab count | FLuc inh | HEK cytotox | 3T3 cytotox
O=C(c1cnccn1)N1C[C@@H]2C[C@H](C1)c1ccc(-c3cccc(C(F)(F)F)c3)c(=O)n1C2 | -10% | 24 | -5% | 0% | 7% | -12% | -5%
CN1C[C@H]2CN(Cc3cnn(C)c3)CCN2C1=O | i | -14 | 21%[87.6 µM] | 2%[87.6 µM] | -20%[230 µM] | -15%[230 µM] | -8%[174 µM]
CC(C)NC(=O)NC[C@H]1C[C@@H]2CCN1C[C@@H]2CN(C)Cc1ccccc1 | -10%[88.5 µM] | -4 | 6%[87.6 µM] | -3%[87.6 µM] | -5%[172 µM] | -10%[172 µM] | -21%[174 µM]
Cc1ccc2c(n1)N(C)[C@H](CO)CCN(C1CCCC1)C2 | i | 6 | -3%[87.6 µM] | 0%[87.6 µM] | -6%[230 µM] | -2%[230 µM] | -9%[174 µM]
CCCc1cnc(C)nc1N1CCC2(CC1)CNC(C(=O)O)C2 (stereo not drawn) | -19% | 10 | 1% | 8% | 3% | 1% | -1%
CCCc1cc(C(=O)N2C[C@@H](c3ccc(F)cc3)[C@@H]3[C@H]2C2CCN3CC2)n[nH]1 | -2% | 7 | 3% | -10% | 9% | 5% | i
O=C(NCc1ccccc1)[C@H]1CN2CCC1C[C@@H]2Cn1cc(-c2ccc(F)cc2)nn1 (stereo partly drawn) | 2%[88.5 µM] | 14 | 11%[87.6 µM] | -3%[87.6 µM] | -3%[172 µM] | ? | ?
Cc1ccccc1-n1c(Cn2cnc3c(N)ncnc32)nc2cccc(C)c2c1=O | 4% | -4 | 24% | ? | / | / | /
CN(C)c1ccc(C(=O)NC[C@H]2C[C@@H]3CCN2C[C@@H]3CN2CCc3ccccc3C2)cc1 | -6%[88.5 µM] | -8 | -7%[87.6 µM] | -24%[87.6 µM] | 1%[172 µM] | 89µM* | 32µM*
Cc1cccc(Cn2cccc(C(=O)Nc3nnc(C)s3)c2=O)c1 | / | 9 | 5% | 11% | / | / | /
Cc1nc(-c2ccco2)cc([C@H]2CN3CC[C@H]2C[C@@H]3CNC(=O)Cc2cccs2)n1 | -9%[88.5 µM] | 7 | 20%[87.6 µM] | 0%[87.6 µM] | -14%[172 µM] | ? | ?
CNCc1cn(C[C@H]2CC3CCN2C[C@@H]3C(=O)N(C)C)nn1 (stereo partly drawn) | 3%[88.5 µM] | 7 | 0%[87.6 µM] | 7%[87.6 µM] | -4%[172 µM] | 1%[172 µM] | 0%[174 µM]
COc1ccc(-c2cc([C@H]3CN4CC[C@H]3C[C@@H]4COC(=O)NC3CCCCC3)nc(C)n2)cc1 | -7% | 9 | 1% | 0% | 0% | -20% | -21%
C[C@@H]1O[C@@H](OC2CCC3(C=O)C(CCC4C3CCC3(C)C(C5=CC(=O)OC5)C(O)CC43O)C2)[C@H](O)[C@H](O)[C@H]1O[C@@H]1O[C@H](CO)[C@@H](O)[C@H](O)[C@H]1O (stereo partly drawn) | i | 3 | / | -32%[23.9 µM] | / | / | /
c1cncc(CN2CCCC3(CC(c4cccnc4)=NO3)C2)c1 (stereo not drawn) | i | -8 | 3% | 1% | / | 1% | 1%
CS(=O)(=O)NC[C@H]1C[C@@H]2CCN1C[C@@H]2CN1CCc2ccccc2C1 | 2%[88.5 µM] | -8 | 19%[87.6 µM] | -4%[87.6 µM] | -4%[172 µM] | -21%[172 µM] | -22%[174 µM]
COC1C(=O)N(c2cccc(F)c2)C12CCNCC2 (stereo not drawn) | -15% | 21 | -8% | -6% | 10% | -22% | -6%
COc1cc2c(cc1Oc1ccccc1)NC(=O)C21CCN(c2ncc(F)cn2)CC1 | -12%[88.5 µM] | -21 | ? | -9%[87.6 µM] | -17%[172 µM] | 89µM* | ?
COc1ccc(-c2cc([C@H]3CN4CC[C@H]3C[C@@H]4CNC(=O)C3CCCCC3)n(C)n2)cc1OC | 3% | -8 | 40% | 2% | -6% | ? | -19%
CN(C)Cc1cn(C[C@H]2C[C@@H]3CCN2C[C@@H]3C(=O)NC2CC2)nn1 | -27%[88.5 µM] | 13 | 2%[87.6 µM] | -1%[87.6 µM] | -4%[172 µM] | i | 0%[174 µM]
COC(=O)[C@]12CCCC(C)(C)C1CCc1cc(C(C)C)c(O)c(O)c12 (stereo partly drawn) | -28%[27.3 µM] | 19 | / | -23% | / | / | /
O=C(c1onc2ccccc12)N1CCC2(CCCNC2)C1 (stereo not drawn) | -11% | -5 | 1% | 0% | -8% | 3% | -11%
O=C1NC2(Cc3ccccc31)CN(Cc1ccncc1)C2 | i | -6 | 0%[87.6 µM] | 5%[87.6 µM] | / | i | -2%[138 µM]
N#Cc1cc2c(nc1SCC(=O)Nc1ccc(C(F)(F)F)cc1)C1CCN2CC1 | / | -5 | 9% | 8% | / | / | /
CCOC(=O)[C@H]1CN(C(=O)OCC(C)(C)C)[C@]2(C)C(=O)N(CC3CC3)c3ccccc3[C@H]12 | -1%[27.3 µM] | -12 | ? | -3%[23.9 µM] | / | ? | ?
C[S+](=O)([O-])N1CCC2(CC1)C(=O)NN=C2c1cccnc1 | ? | 14 | -7%[87.6 µM] | 10%[87.6 µM] | -5%[172 µM] | -18%[172 µM] | -20%[138 µM]
C[C@]12CC[C@H]3[C@@H](CCC4=CC(=O)CC[C@@]43C)[C@H]1CC[C@H]2O | -2% | / | 19% | -2% | / | / | /
O=[S+]1([O-])NC2(CCN(Cc3cccnc3)C2)CNc2ccccc21 (stereo not drawn) | i | 14 | -24%[87.6 µM] | 2%[87.6 µM] | -10%[172 µM] | -5%[172 µM] | -14%[138 µM]
COc1ccc(NC(=O)N2[C@H]3CC[C@@H]2c2cncnc2C3)c(OC)c1 | i | 27 | 5% | -8% | 0% | i | -8%
CCN1CCCNCC12CCOCC2 | 4% | -8 | -2% | 4% | -6% | i | i
COCCN1C[C@H]2CN(Cc3cccnc3)CCN2C1=O | 4%[88.5 µM] | 1 | -9%[87.6 µM] | 3%[87.6 µM] | 1%[230 µM] | -5%[230 µM] | i
CCC(CC)c1cc([C@H]2CN3CC[C@H]2C[C@@H]3CNC(=O)c2ccc(C)cc2)nc(-c2ccncc2)n1 | ? | 0 | 5% | -1% | -6% | 45µM* | ?
COC1(C[S@@](=O)c2ccccc2)CCN(CCc2c[nH]c3ccc(F)cc23)CC1 | i | 9 | / | -13% | / | / | /
CC(C)[C@@]1(NC(=O)[C@@H]2C[C@@H]3c4cccc5[nH]cc(c45)C[C@H]3N(C)C2)O[C@@]2(O)[C@@H]3CCCN3C(=O)[C@H](Cc3ccccc3)N2C1=O | i | / | 12% | -9% | / | / | /
Cc1nc(-c2ccco2)cc([C@H]2CN3CC[C@H]2C[C@@H]3CNC(=O)NC2CCCCC2)n1 | i | -7 | -5%[87.6 µM] | -15%[87.6 µM] | 11%[172 µM] | ? | 100µM*
COc1ccc2c(c1)C1(CCN(C(=O)Nc3ccccc3OC)C1)C(=O)N2 (stereo not drawn) | 0% | 29 | 5% | 6% | -1% | -7% | i
Cc1nc(-c2ccccc2Br)cc([C@H]2CN3CC[C@H]2C[C@@H]3CNC(=O)c2cccs2)n1 | i | -3 | -17% | ? | -5% | 79µM* | ?
CC(C)c1nnc2ccc(N3CCN(C)CC3)nn12 | ? | -11 | -7% | 2% | -4% | i | 4%
CC(C)(O)c1cn(C[C@H]2C[C@@H]3CCN2C[C@@H]3C(=O)NCc2ccc(F)cc2)nn1 | 2%[88.5 µM] | 11 | 17%[87.6 µM] | 4%[87.6 µM] | -2%[172 µM] | -7%[172 µM] | -11%[174 µM]
Cn1cc(C2=C(c3cn(C4CCN(Cc5ccccn5)CC4)c4ccccc34)C(=O)NC2=O)c2ccccc21 | -8% | 9 | -34%[25.6 µM] | 3%[23.9 µM] | / | / | /

A few values from above:
3T3 cytotox, `c1cncc(CN2CCCC3(CC(c4cccnc4)=NO3)C2)c1` (stereo not drawn) → 1%
SNCA viab count, `CC(C)NC(=O)NC[C@H]1C[C@@H]2CCN1C[C@@H]2CN(C)Cc1ccccc1` → -3%[87.6 µM]

Continuation:
SMILES | GPT2 inh | IP6K1 inhibitor | SNCA expr inhib | SNCA viab count | FLuc inh | HEK cytotox | 3T3 cytotox
C=C[C@H]1CN2CC[C@H]1C[C@@H]2CNS(=O)(=O)c1ccc(OC)cc1 | 0%[88.5 µM] | -3 | ? | 3%[87.6 µM] | 15%[172 µM] | -7%[172 µM] | 1%[174 µM]
CCN1CCN(C(=O)Cc2ccc(Nc3ncc(F)c(Nc4ccc(C(=O)Nc5ccccc5Cl)cc4)n3)cc2)CC1 | i | -33* | 32%[activator] | 24µM*! | / | / | /
C1=C(c2cnc[nH]2)c2ccsc2CC1 | ? | -3 | / | -17% | / | / | /
O=C(COc1ccc(Cl)cc1)Nc1ccc(Cl)cc1C(=O)c1ccccc1 | / | 19 | -12% | 9% | / | / | /
CNc1ccnc(N2C[C@H]3CN(CCOC)C[C@@]3(C(=O)O)C2)n1 | 5% | 2 | -13% | -1% | -15% | -3% | 4%
O=C1CN2CCOC2(c2ccccc2Cl)c2cc(Cl)ccc2N1 (stereo not drawn) | -3% | 14 | -3%[25.6 µM] | -17%[23.9 µM] | / | / | /
COCCCn1c(C)cc(C(=O)NC2CCc3nnc(C4CC4)n3CC2)c1C (stereo not drawn) | 1% | 8 | 23% | 10% | -14% | -22% | -15%
COCCN1CCC(N2CCN(C(=O)Cc3ccc(Cl)cc3)CC2)C1=O (stereo not drawn) | i | 6 | 17% | 1% | -3% | 5% | 0%
O=C1Nc2ccccc2CN(Cc2ccncc2)C12CCNCC2 | 4% | -20 | 4% | -3% | / | i | -5%
CC(O)=C(C#N)C(=O)Nc1cc(Br)ccc1Br | i | / | 76%[activator] | 2% | / | / | /
Cc1cc(OCC(=O)N2CCN(CCc3ccccn3)CC2)cc(C)c1Cl | / | -13 | 3% | 0% | / | / | /
CC(C)N1CC2CCC(C1)N2S(C)(=O)=O | 0%[88.5 µM] | -5 | -17%[87.6 µM] | 8%[87.6 µM] | / | i | -1%[138 µM]

Compounds shown so far that contain a furan ring, fused or not, in the order listed:
SMILES | GPT2 inh | IP6K1 inhibitor | SNCA expr inhib | SNCA viab count | FLuc inh | HEK cytotox | 3T3 cytotox
Cc1nc(-c2ccco2)cc([C@H]2CN3CC[C@H]2C[C@@H]3CNC(=O)Cc2cccs2)n1 | -9%[88.5 µM] | 7 | 20%[87.6 µM] | 0%[87.6 µM] | -14%[172 µM] | ? | ?
Cc1nc(-c2ccco2)cc([C@H]2CN3CC[C@H]2C[C@@H]3CNC(=O)NC2CCCCC2)n1 | i | -7 | -5%[87.6 µM] | -15%[87.6 µM] | 11%[172 µM] | ? | 100µM*

Assay outcomes deposited in PubChem by National Center for Advancing Translational Sciences (NCATS).

An excerpt (hit frequency here may not be typical).
